Avidin bead fluor = avidin bead compound fluorescence profile. Avidin beads, compound fluorescence 488/530 nm, flow cytometry; active compounds read high. fluorescence (KMESF) at 10 µM. 220,000 compounds, 0.38% hits. AID 1775; in the data active means fluorescence above about 47; further: inactives centre near 10
GSH bead fluor = GSH bead compound fluorescence profile. GSH beads flow cytometry, compound fluorescence 488/530 nm; active compounds read high. fluorescence (KMESF) at 10 µM. AID 1776. 190,000 compounds, 0.25% hits; in the data active means fluorescence above about 89;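 further: glutathione beads carrying GST-tagged Bcl family fusion proteins plus one bare bead set; values are compound well signal with DMSO vehicle wells as background; inactives centre near 16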
Rab7 wt modul = alters GTP binding to wildtype dog Rab7. 190,000 compounds, 0.055% hits. AID 758. GTP binding activity (percent of control), % at 10 µM. GST-Rab7 beads, fluorescent GTP binding, flow cytometry; actives lie on both sides; untreated = 100%, excess cold GTP = 0%;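 active means fluorescent GTP binding to Rab7 beads changed by at least 20 points from the 100% baseline, either direction, mostly lower; inconclusive means compound itself probably fluorescent, or too few beads counted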;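 further: median green fluorescence of bound Bodipy-FL-GTP per Rab7 bead population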
Rab2 wt GTP = changes GTP binding to wildtype dog Rab2A, up or down; GST-Rab2 wt beads, Bodipy-GTP binding, flow cytometry; GTP binding activity, % at 10 µM; 190,000 compounds, 0.19% hits;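 active means GTP binding activity at least 20 points away from 100%, either lowered or raised; inconclusive means signal likely due to the compound's own green fluorescence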;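 further: 0% = beads with excess unlabeled GTP and 100% = no-compound control corrected for plate trend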
Pf gametocyte = kills late stage P. falciparum gametocytes | P. falciparum stage V gametocytes, ATP luminescence, 24 h | AID 743093 | 150,000 compounds, 0.065% hits | inhibition, % at 10.9 µM;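 active means inhibition above the mean plus 3 SD of compounds within the control limits, set per campaign, cut at about 38% in these data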;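 further: 0% = DMSO wells and 100% = medium only without gametocytes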
HRas wt GTP bind = changes GTP binding to wildtype human HRas; P01112; GST-Ras wt beads, Bodipy-FL-GTP binding, flow cytometry; actives lie on both sides; GTP binding activity, % at 10 µM; 190,000 compounds, 0.14% hits;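 active means GTP binding activity at least 20% away from the 100% baseline, either lowered as inhibitor or raised as activator; inconclusive means flagged as likely green fluorescent, judged across all proteins in the well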;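 further: 0% = unlabeled GTP competition control and 100% = no-compound control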
Target sequence (P01112 whole entry, looked up): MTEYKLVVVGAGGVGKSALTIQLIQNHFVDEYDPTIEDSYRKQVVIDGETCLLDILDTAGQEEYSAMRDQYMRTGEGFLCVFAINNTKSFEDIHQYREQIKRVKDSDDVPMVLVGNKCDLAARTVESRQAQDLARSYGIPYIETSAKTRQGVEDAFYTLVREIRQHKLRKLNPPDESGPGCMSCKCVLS
ABCB1 block = blocks JC-1 efflux by human ABCB1 transporter; P08183; AID 1326; CCRF-Adr cells, flow cytometry; inhibition, % at 6.6 µM; 190,000 compounds, 0.067% hits; in the data active means inhibition above about 40%;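 further: 0% = vehicle and 100% = reference inhibitor; higher value means more JC-1 retained so stronger ABCB1 efflux block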
Rac1 act GTP bind = modulators of GTP binding to human Rac1 activated mutant; P63000; GST-Rac1 activated beads, fluorescent GTP binding, flow cytometry; actives lie on both sides; 100% means binding = to untreated wells; percent activity (GTP binding), % at 10 µM; 190,000 compounds, 0.11% hits; AID 764;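 active means GTP binding at least 20 percentage points away from the 100% baseline, in either direction, so actives lie on both sides; inconclusive means Compound likely fluorescent itself, or too few beads counted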
ABCG2 inh = blocks JC-1 efflux by human ABCG2 transporter. Q9UNQ0. IgMXP3 cells, flow cytometry. inhibition, % at 6.6 µM. 190,000 compounds, 0.1% hits;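 active means inhibition above 80%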;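 further: 0% = DMSO and 100% = nicardipine control wells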
Target sequence (Q9UNQ0 whole entry, looked up): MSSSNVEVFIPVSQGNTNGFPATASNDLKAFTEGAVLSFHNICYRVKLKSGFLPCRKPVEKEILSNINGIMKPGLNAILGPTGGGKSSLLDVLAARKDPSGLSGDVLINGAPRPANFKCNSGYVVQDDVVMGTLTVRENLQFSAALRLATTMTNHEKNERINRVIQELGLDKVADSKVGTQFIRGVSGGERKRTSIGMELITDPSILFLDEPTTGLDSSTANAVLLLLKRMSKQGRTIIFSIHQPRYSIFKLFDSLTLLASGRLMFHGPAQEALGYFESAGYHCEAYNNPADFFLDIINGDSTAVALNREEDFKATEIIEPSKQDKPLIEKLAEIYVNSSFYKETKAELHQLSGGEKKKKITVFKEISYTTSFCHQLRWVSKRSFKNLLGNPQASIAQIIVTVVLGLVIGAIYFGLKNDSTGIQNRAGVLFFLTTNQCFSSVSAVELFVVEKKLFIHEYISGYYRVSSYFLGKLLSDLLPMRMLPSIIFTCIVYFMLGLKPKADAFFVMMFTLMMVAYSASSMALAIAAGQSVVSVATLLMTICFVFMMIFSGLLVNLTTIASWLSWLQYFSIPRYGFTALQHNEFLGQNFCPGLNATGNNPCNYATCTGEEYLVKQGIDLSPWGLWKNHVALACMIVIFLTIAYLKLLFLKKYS
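Times: 10 min at 25 °C | Test system: Two drug-resistant human cell lines, ABCG2 and ABCB1 | Quantity: 3 million cells/mL final, two lines in 1:1 ratio | Signal: Flow cytometry, 530 nm JC-1 signal | Dosing: Compound at 6.6 µM | Controls: Nicardipine and DMSO wells | Reagent: JC-1 as fluorescent efflux pump substrate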
Rac1 wt modul = alters GTP binding to wildtype human Rac1; GST-Rac1 beads, fluorescent GTP binding, flow cytometry; actives lie on both sides; 0 = cold GTP competed, 100 = untreated; P63000; GTP binding activity (% of control), % at 10 µM; 190,000 compounds, 0.27% hits; AID 757;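 active means GTP binding activity at least 20 points away from the 100% control level, either lower or higher; inconclusive means compound flagged as likely green fluorescent, judged across all proteins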
Cdc42 wt = changes GTP binding to wildtype human Cdc42; GST-Cdc42 beads, Bodipy-GTP binding, flow cytometry; actives lie on both sides; percent activity (GTP binding), % at 10 µM; 190,000 compounds, 0.2% hits;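 active means percent activity GTP binding at least 20 points away from the 100% baseline, either down as inhibitor or up as activator; inconclusive means compound flagged as likely green fluorescent from well-wide comparison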;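 further: median bead fluorescence of bound Bodipy-FL-GTP at 100 nM; 0% = excess unlabeled GTP control and 100% = no compound control; below 100% means less GTP binding so inhibitor and above means activator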
Target sequence (P60953 whole entry, looked up): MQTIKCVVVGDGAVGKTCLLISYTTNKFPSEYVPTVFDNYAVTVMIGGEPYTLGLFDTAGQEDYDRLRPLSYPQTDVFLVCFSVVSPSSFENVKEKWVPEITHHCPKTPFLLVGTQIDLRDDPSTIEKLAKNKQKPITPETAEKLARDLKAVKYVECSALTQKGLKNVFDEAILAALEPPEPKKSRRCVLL
Starred values were filed as active, the others as inactive; ? = inconclusive; nt = not tested or not shown.

Below each compound – Avidin bead fluor | ABCB1 block | Rab7 wt modul | Rac1 act GTP bind | HRas wt GTP bind | ABCG2 inh | Rac1 wt modul | Rab2 wt GTP | Cdc42 wt | GSH bead fluor | Pf gametocyte
1) C=CCN1C(=O)/C(=C2/Sc3ccc(OC)cc3N2C)SC1=Nc1cccc(O)c1
→ 15 | 0.0 | 101 | 96 | 98 | 16 | 104 | 97 | 95 | 11 | 4
2) O=C(NCc1ccccc1)c1cc(S(=O)(=O)N2CCC3(CC2)OCCO3)ccc1F
→ 13 | 2.1 | 106 | 102 | 105 | 14 | 111 | 100 | 104 | 33 | -6
3) Cc1ccc(S(=O)(=O)N(C)C)cc1NC(=O)CSc1nc2ccccc2[nH]1
→ 4 | 0.1 | 99 | 97 | 98 | 4 | 98 | 94 | 95 | 5 | -4
4) COC(=O)c1cc(-c2ccccc2)c2c(=O)n(C)c(=O)n(C)c2n1
→ 5 | 0.5 | 95 | 95 | 96 | 2 | 96 | 96 | 92 | 18 | nt
5) O=C1CC2C(CC(OC(=O)c3ccc(-c4ccccc4)cc3)C2CO)O1 (stereo not drawn)
→ 11 | 0.5 | 108 | 102 | 106 | 3 | 107 | 105 | 106 | 13 | 14
6) COc1ccc([N+](=O)[O-])cc1NC(=O)CC1SC(=Nc2cccc(C)c2C)N(/N=C(\C)c2ccc(C)cc2)C1=O (stereo not drawn)
→ 21 | -0.6 | 106 | 98 | 101 | -1 | 99 | 99 | 99 | 10 | 0
7) Cc1ccccc1C(=O)NCCSc1ccccc1
→ 17 | 1.0 | 102 | 101 | 105 | 6 | 102 | 103 | 102 | 14 | nt
8) CCN(CC)CCN1C(=O)C(=O)/C(=C(/O)c2c(C)[nH]c(C(=O)OC)c2C)C1c1ccccc1OC (stereo not drawn)
→ 23 | 0.6 | 95 | 99 | 96 | 3 | 100 | 97 | 97 | 6 | nt
9) CSc1nnc2c3c4c(sc3c(=O)n(-c3ccccc3)n12)CC(C)(C)OC4
→ 34 | 0.8 | 103 | 100 | 103 | 26 | 108 | 102 | 104 | 23 | nt
10) Cc1ccc(Cn2nnc3c(=O)[nH]c(C4CCN(S(=O)(=O)c5ccc(F)cc5)CC4)nc32)cc1
→ 42 | 0.5 | 95 | 97 | 96 | 13 | 100 | 95 | 98 | 24 | -5
11) CCC(C)NC(=O)c1csc2c1CCCCC2 (stereo not drawn)
→ 31 | 0.1 | 95 | 100 | 99 | 1 | 102 | 98 | 100 | 19 | nt
12) CC(=O)NC(C)C(c1cccs1)N1CCN(c2ccccc2)CC1 (stereo not drawn)
→ 15 | 0.1 | 100 | 97 | 98 | 0 | 95 | 97 | 96 | 16 | nt
13) O=C(c1c(Cl)nc2sccn12)N1CCN(c2cccc(Cl)c2)CC1
→ 7 | 1.1 | 103 | 98 | 99 | 7 | 102 | 100 | 99 | 39 | nt
14) CCOC(=O)c1cc(NC(=O)Nc2nc3ccccc3s2)c(C)nc1C
→ 14 | 0.0 | 98 | 93 | 93 | 12 | 92 | 92 | 91 | 16 | -13
15) O=C(Nc1ccc(S(=O)(=O)N2CCN(c3ccccc3)CC2)cc1)c1cccs1
→ 15 | 7.7 | 102 | 97 | 100 | 51 | 104 | 103 | 99 | 36 | 7
16) Cn1c(CCNC(=O)c2cccs2)nnc1SCC(=O)Nc1nc(-c2ccccc2)cs1
→ 13 | 0.7 | ? | ? | ? | 2 | ? | ? | ? | 41 | nt
17) Cc1noc(C)c1COC(=O)c1ccc(S(=O)(=O)N2CCCCC2)cc1
→ 9 | 0.2 | 97 | 95 | 97 | 3 | 97 | 96 | 95 | 22 | -3
18) CCn1nnnc1SCC(=O)Nc1nnc(C(C)C)s1
→ 7 | -0.1 | 101 | 100 | 103 | 0 | 106 | 102 | 105 | 5 | 16
19) Cc1ccc(CNC(=O)Cn2cnc3cc([N+](=O)[O-])ccc3c2=O)cc1
→ 20 | -0.2 | 95 | 88 | 87 | 0 | 81 | 84 | 83 | 8 | 22
20) Cc1ccccc1NC(=S)N(Cc1ccccc1)Cc1cccs1
→ 11 | -0.7 | 91 | 98 | 96 | 2 | 96 | 95 | 97 | 14 | 8
21) O=C(CCCn1c(SCc2cccc(F)c2)nc2ccccc2c1=O)NCC1CCCO1 (stereo not drawn)
→ 8 | 2.5 | 96 | 96 | 97 | 8 | 100 | 98 | 96 | 14 | -19
22) c1ccc(C2CCCN(Cc3nc(CC4CC4)no3)CC2)cc1 (stereo not drawn)
→ 10 | 0.2 | 104 | 96 | 101 | 1 | 101 | 97 | 97 | 14 | -21
23) Cc1nn(Cc2ccccc2)c2c1C(c1cccnc1)C(C#N)=C(N)O2 (stereo not drawn)
→ 18 | 0.4 | 99 | 99 | 104 | 1 | 103 | 102 | 105 | 11 | nt
24) CCOC(=O)CSc1nnc(CNC(=O)c2ccc(S(=O)(=O)N3CCCC3)cc2)n1C
→ 1 | 0.2 | 97 | 95 | 97 | 0 | 94 | 98 | 95 | 39 | -35
25) COc1cc(C(=O)Nc2ccc3c(c2)OCCO3)c(-n2cnnn2)cc1OC
→ 9 | 0.2 | 101 | 97 | 102 | 2 | 102 | 98 | 101 | 14 | 0
26) COc1cc(/C=N\NC(=O)OC(C)(C)C)ccc1OC(=O)c1ccco1
→ 13 | 0.3 | 93 | 95 | 95 | 0 | 96 | 94 | 97 | 70 | -1
27) COc1cccc(OCC(=O)NNC(=O)c2cccs2)c1
→ 10 | 0.5 | 105 | 98 | 102 | 16 | 107 | 101 | 103 | 33 | -22
28) COc1ccc(-c2nc3cccc(C)n3c2NCc2ccco2)cc1OC
→ 32 | 1.1 | 96 | 96 | 96 | 5 | 98 | 96 | 97 | 23 | -13
29) Cc1cccc(C)c1OCC(=O)NCC1CCCO1 (stereo not drawn)
→ 8 | -0.1 | 96 | 90 | 92 | 1 | 91 | 94 | 90 | 8 | 26
30) N#CC1=C(N)C(C#N)(C#N)[C@H](c2ccsc2)[C@H]2COCC=C12
→ 14 | 0.3 | 96 | 95 | 95 | 1 | 93 | 94 | 97 | 28 | -4
31) COc1ccc(NCc2nc3ccccc3n2CCOc2ccccc2)cc1
→ 8 | 1.2 | 96 | 99 | 97 | 4 | 100 | 99 | 99 | 18 | nt
32) O=C(O/N=C1/CCCc2occc21)c1ccccc1
→ 11 | 1.5 | 102 | 99 | 100 | 23 | 105 | 99 | 102 | 38 | 14
33) Cc1cccc(NC(=O)CSc2nnc(NC(=O)CN3CCOCC3)s2)c1
→ 15 | 0.0 | 99 | 101 | 101 | 2 | 103 | 99 | 102 | 9 | 29
34) Cc1cc(NCCCn2ccnc2)n2ncc(-c3ccc(Cl)cc3)c2n1
→ 30 | 1.6 | 103 | 101 | 102 | 9 | 105 | 101 | 100 | 17 | -8
35) COC(=O)Nc1nnc(-c2ccncc2)s1
→ 13 | 0.2 | 100 | 101 | 99 | 3 | 98 | 100 | 100 | 24 | nt
36) CCCCc1ccc(/C=C2\C(=O)c3ccccc3C(O)=C2C(=O)OCC)cc1
→ 11 | 12 | 93 | 90 | 92 | 8 | 89 | 90 | 93 | 33 | nt
37) CC(C)NCc1c(O)c(Br)cc2oc3c(c12)CCCC3
→ 11 | 0.4 | 98 | 97 | 100 | 6 | 103 | 101 | 102 | 23 | 13
38) CCC(C)NC(=O)Cn1nc([N+](=O)[O-])c(Cl)c1C (stereo not drawn)
→ 6 | 0.6 | 97 | 94 | 100 | 2 | 97 | 97 | 100 | 26 | nt
39) CSc1nc(C)cc(C)c1C#N
→ 8 | -0.1 | 96 | 97 | 98 | 1 | 100 | 99 | 99 | 34 | -22
40) CC(=O)Nc1ccc2c(c1)nc1n2CCN(C(C)c2ccccc2)C1 (stereo not drawn)
→ 9 | 0.7 | 96 | 97 | 97 | 9 | 98 | 99 | 98 | 12 | nt
41) Cc1ccc(/C=C/C(=O)Nc2cccc(S(=O)(=O)N3CCOCC3)c2)o1
→ 19 | -0.7 | 98 | 99 | 95 | 24 | 99 | 98 | 101 | 11 | -24
42) O=C(Nc1cccc(-c2nc3cccnc3s2)c1)c1ccco1
→ 38 | 0.2 | 96 | 92 | 94 | 0 | 94 | 92 | 94 | 12 | 2
43) CCOc1ccccc1C(=O)NN1C(=O)CCC1=O
→ 3 | 0.9 | 102 | 103 | 100 | 10 | 104 | 101 | 102 | 9 | -2
44) O=S(=O)(N1CCCCC1)N1CCN(c2cc(Cl)ccc2Cl)CC1
→ 5 | 0.6 | 100 | 95 | 96 | 1 | 96 | 97 | 95 | 17 | 9
45) COC(=O)c1[nH]c2ccc(Cl)cc2c1NC(=O)CN1CCc2cc(OC)c(OC)cc2C1
→ 6 | 0.7 | 101 | 98 | 97 | 2 | 98 | 100 | 99 | 35 | nt
46) Cc1ccccc1-n1c(N)c(C(=O)Nc2ccc(F)cc2)sc1=S
→ 25 | -0.2 | 109 | 99 | 103 | 1 | 101 | 101 | 96 | 13 | 19
47) CC(=O)c1cccc(NC(=O)Cn2nc(-c3ccc(Cl)cc3)ccc2=O)c1
→ 11 | 0.3 | 101 | 95 | 96 | 1 | 92 | 99 | 97 | 13 | 6
48) CCCNC(=O)c1n[nH]c(=O)c2ccccc12
→ 27 | 0.0 | 101 | 100 | 101 | 1 | 103 | 100 | 104 | 21 | -10
49) CC(=O)Nc1c(-c2ccc(F)cc2)nc2ccccn12
→ 7 | 0.2 | 99 | 101 | 102 | 1 | 107 | 100 | 102 | 21 | nt
50) O=C(O)c1ccc(OCC(O)Cn2cnc3ccccc32)cc1 (stereo not drawn)
→ 13 | 0.4 | 95 | 94 | 99 | 2 | 95 | 95 | 98 | 25 | nt
51) COc1cccc(/C=C/C(=O)OCC(=O)Nc2ccccc2Sc2ccccc2)c1
→ 6 | 4.8 | 102 | 101 | 102 | nt | 105 | 100 | 105 | 12 | -3
52) Cc1ccccc1NC(=O)c1onc2c1CCCC2
→ 15 | 0.2 | 95 | 97 | 100 | 2 | 97 | 100 | 98 | 3 | nt
53) COc1ccccc1-c1noc(-c2ccccc2C(=O)Nc2cccnc2)n1
→ 8 | 1.0 | 102 | 98 | 100 | 5 | 102 | 98 | 99 | 14 | -5
54) Brc1ccc(-c2csc(-c3ccncc3)n2)cc1
→ 1 | 0.1 | 101 | 103 | 104 | 0 | 106 | 98 | 104 | 4 | nt
55) COc1ccc(CCC(=O)Nc2nc(-c3ccncc3)cs2)cc1
→ 14 | -0.8 | 104 | 96 | 98 | 20 | 99 | 99 | 94 | 14 | nt
